GAA inhib = qHTS Assay for Inhibitors of Human alpha-Glucosidase as a Potential Chaperone Treatment of Pompe Disease; AID 1466, 2008; Potency, µM (top dose mostly 76.9 µM), for the others: at the top dose activity change, negative = inhibition, actives largely listed as inhibitors; purified human GAA, 4-MU-alpha-glucoside fluorescence; Lysosomal alpha-glucosidase (Homo sapiens), P10253; hit rate 0.005% among 200,000;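 note: plate controls were uninhibited enzyme wells for no effect and no-enzyme background for full effect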
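Fluorescence at Ex 365/Em 440 nm from 4-methylumbelliferone reported enzyme activity after 20 min at room temperature. Reactions used 4 nM enzyme and 400 uM substrate at pH 5.0; curves fitted with the Hill equation.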
aGlu spleen mod = qHTS Assay for Inhibitors and Activators of Human alpha-Glucosidase From Spleen Homogenate; human spleen homogenate, 4-MU-alpha-glucoside fluorescence; AID 2112, 2009; hit rate 0.006% among 240,000; Potency, µM (series often up to 79.9 µM), without a hit: top-dose activity change, negative = inhibition, usual class: inhibitors;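 note: 0% = enzyme with vehicle and -100% = no enzyme basal signal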
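AC50 values come from Hill-equation fits of concentration-response data, normalized to no-enzyme and full-activity controls. Enzyme source: 1 ug human spleen homogenate; 1 mM fluorogenic 4-MU glucoside, pH 5.0 citrate buffer, 37 C, 40 min.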
aGal spleen mod = qHTS Assay for Inhibitors and Activators of Human alpha-Galactosidase From Spleen Homogenate; human spleen homogenate, 4MU-alpha-Gal fluorescence, 40 min; Potency, µM (highest dose often 80 µM), for inactives: top-dose activity change, negative = inhibition, hits mostly inhibitors; hit rate 0.008% among 240,000; AID 2107, 2009;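 note: 0% = enzyme with vehicle and -100% = no enzyme basal signal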
Target sequence (P06280 32-429 limits assumed): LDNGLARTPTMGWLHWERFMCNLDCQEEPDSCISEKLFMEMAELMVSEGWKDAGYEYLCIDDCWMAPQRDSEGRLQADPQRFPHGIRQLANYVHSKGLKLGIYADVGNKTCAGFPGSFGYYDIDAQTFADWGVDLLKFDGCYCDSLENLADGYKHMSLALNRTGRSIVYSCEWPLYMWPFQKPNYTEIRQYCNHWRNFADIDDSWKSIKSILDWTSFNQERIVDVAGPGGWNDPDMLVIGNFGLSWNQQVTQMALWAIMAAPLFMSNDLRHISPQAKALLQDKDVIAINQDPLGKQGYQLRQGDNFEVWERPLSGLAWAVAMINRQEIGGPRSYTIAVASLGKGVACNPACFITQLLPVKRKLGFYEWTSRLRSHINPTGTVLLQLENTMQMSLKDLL
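Human spleen homogenate (1 ug) was the enzyme source, with 4-methylumbelliferyl-alpha-D-galactopyranoside (1 mM final) in pH 5.0 citrate buffer with 0.01% Tween-20. Compounds were titrated; after 40 min at 37C, NaOH/glycine stop, 4-MU fluorescence read; AC50 from Hill fits.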
GAA glycogen mod = qHTS Assay for Inhibitors and Activators of Human alpha-Glucosidase Cleavage of Glycogen; Lysosomal alpha-glucosidase (Homo sapiens), P10253; recombinant GAA, glycogen substrate, Amplex Red glucose oxidase fluorescence; Potency, µM (top dose mostly 76.4 µM), for the others: at the highest dose activity change, negative = inhibition, most hits filed as inhibitors; hit rate 0.38% among 300,000; AID 2100, 2009;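 note: 0% = full enzyme reaction and -100% = no-enzyme basal signal; the screen sought inhibitors and activators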
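Recombinant enzyme (4 nM final) with compounds titrated up to 77 uM and bovine liver glycogen (30 ug) in citrate pH 5.0, 0.01% Tween-20, 37 C 40 min. Released glucose detected by Amplex Red/glucose oxidase (Ex 573/Em 610); AC50 from Hill fits.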
Tau fibril FP = qHTS for Inhibitors of Tau Fibril Formation, Fluorescence Polarization | Potency, µM (doses to about 57.7 µM), for the others: top-dose activity, negative = inhibition, most hits filed as inhibitors | Microtubule-associated protein tau (Homo sapiens), P10636 | hit rate 0.39% among 280,000 | AID 1468, 2008 | K18 P301L tau heparin fibrillization, Alexa594 FP, 6 h; note: % is set by controls: 0 for no effect and ±100 for the full control effect; nearly all actives have a fitted effect of over 55% in size
Target sequence (P10636 561-689 P618L limits assumed): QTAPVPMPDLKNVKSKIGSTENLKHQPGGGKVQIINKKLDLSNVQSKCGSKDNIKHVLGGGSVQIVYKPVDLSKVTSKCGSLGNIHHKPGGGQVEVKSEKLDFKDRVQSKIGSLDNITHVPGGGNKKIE
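Read-out: fluorescence polarization of Alexa 594-labeled tau (0.24 uM), 555 nm excitation, 632 nm emission. Mixtures held 15 uM unlabeled K18 P301L, compound and 20 uM heparin, pH 7 acetate buffer, incubated 6 hr at 37 C.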
Tau fibril ThT = qHTS for Inhibitors of Tau Fibril Formation, Thioflavin T Binding; Microtubule-associated protein tau (Homo sapiens), P10636; recombinant tau K18 P301L, heparin-induced fibrillization, ThT fluorescence; hit rate 2.1% among 270,000; AID 1460, 2008; Potency, µM (highest dose often 57.4 µM), for the others: at the top dose activity, negative = inhibition, hits mostly inhibitors; note: % is set by controls: 0 for no effect and ±100 for the full control effect; nearly all actives have a fitted effect of over 55% in size
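Heparin-induced fibrillization of the P301L-mutant K18 repeat-domain fragment of human tau was followed by ThT binding in quantitative high-throughput format.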
Tau fluor counter = Counterscreen qHTS for Inhibitors of Tau Fibril Formation, Fluorescence Polarization. tau K18 P301L (four-repeat tau fragment) Alexa594 fluorescence, heparin fibrillization. Potency, µM (highest dose often 57.7 µM), for inactives: at the top dose activity change, negative = decrease. hit rate 0.93% among 280,000; note: % is set by controls: 0 for no effect and ±100 for the full control effect; nearly all actives have a fitted effect of over 55% in size
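Human K18 P301L tau (15 uM unlabeled plus 0.24 uM Alexa 594-labeled, final) in 100 mM sodium acetate pH 7 was mixed with compound and 20 uM heparin and incubated 6 hr at 37 C.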
HTT cytoprotect = qHTS Multiplex Assay to Identify Dual Action Probes in a Cell Model of Huntington: Cytoprotection (ATP). PC12 HTT-Q103 induced, cytoprotection, ATP luminescence, 40 h. Potency, µM (highest dose often 56.4 µM), without a hit: cytoprotection (ATP increase), actives largely listed as activators. hit rate 0.14% among 230,000. AID 1471, 2008;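 note: % of control where 0% means no effect; nearly all actives have a fitted effect of over 45% in size; toxic huntingtin expression switched on by the ecdysone agonist tebufenozide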
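Compounds were screened for protection of PC12 cells against cell death after tebufenozide induction (100 nM final) of mutant Huntingtin exon 1 (Q103) fused to GFP.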
* hit, by the source's call; ? = inconclusive; . = no result given; & = joins results of further samples; [ ] = dose if it differs, or a comment. Calls come from the whole dose curve; as a rule, active = well fitted curve in the direction sought with a large enough effect; inconclusive = small, poorly fitted or top-dose-only effect, or another doubt; inactive = no such curve, though single readings can be large; an effect the other way counts as inactive or inconclusive. Potency is the fitted concentration of half-maximal effect.

SMILES	GAA inhib	aGlu spleen mod	aGal spleen mod	GAA glycogen mod	Tau fibril FP	Tau fibril ThT	Tau fluor counter	HTT cytoprotect
O=C(N/N=C/c1cccc([N+](=O)[O-])c1)C1CC(=O)N(c2ccc(Br)cc2)C1 (configuration not stated)	-4%	-6%	-3%	-2%	10%	?	?	8%[10 µM]
COc1ccccc1NC(=O)CN(Cc1ccco1)C(=O)c1ccc(=O)[nH]c1	.	7%	7%	-1%	8%	-4%	-2%	11%[10 µM]
CCOc1c(CNCc2ccc(C(=O)O)cc2)cccc1OC	1%	0%	-6%	25%	0%	1%	2%	.
O=C(CCC1CCCN(C(=O)CCN2CCCCC2=O)C1)NCc1ccccc1F (configuration not stated)	8%	2%	7%	-10%	-3%	-3%	-3%	6%[10 µM]
CC1CCCCC1NC(=O)COC(=O)c1cc(=O)c2ccccc2o1 (configuration not stated)	3%	-2%	1%	-5%	-3%	-4%	-1%	-19%
O=C(COC(=O)CN1C(=O)C(=O)c2ccccc21)OCN1C(=O)c2ccccc2C1=O	-5%	-17%	-4%	4%	2%	-9%	7%	4%[10 µM]
Cc1nn(-c2ccccc2)c2nc(C(Cl)(Cl)Cl)[nH]c(=O)c12	.	-2%	0%	2%	-15%	-15%	-21%	1%[10 µM]
CCO/C=N/c1c(C#N)c(CC#N)nn1-c1ccccc1	-6%	-7%	-1%	6%	7%	-13%	-8%	-1%[10 µM]
CC12CCC(C(=O)Nc3ccccc3N3CCOCC3)(CC1=O)C2(C)C (configuration not stated)	-12%	-3%	-3%	-13%	4%	1%	7%	0%
COc1ccc2[nH]cc(CCNc3ncncc3-c3ccc(N(C)C)cc3)c2c1	.	6%	3%	.	1%	?	?	-10%
O=c1c2ccccc2nc(CSc2nnnn2-c2ccccc2)n1-c1cccc(C(F)(F)F)c1	1%	7%	0%	-4%	-8%	7%	0%	17%
Cc1c(C(=O)N(C)C2CCCCC2)sc2nc3ccc(N)cc3n12	.	-3%	-7%	.	?	?	?	-85%[inhibitor]
Cc1cc(-c2ccccc2C(=O)O)on1	-8%	14%	13%	-10%	7%	1%	10%	-1%
CC(C)(C=O)Cc1cc(C(C)(C)C)c(O)c(C(C)(C)C)c1	.	-15%&5%	0%&11%	.	?	-3%&-15%	-2%&-14%	0%
CC(=O)Nc1ccc(Nc2nc3c(S(=O)(=O)c4cc(C)ccc4C)nnn3c3ccsc23)cc1	.	.	.	0%[76.3 µM]	0%	-17%	-28%	.
CCCCC1=CC2=CC(=O)C(C)(OC(=O)CC)C(=O)C2=CN1CCc1c[nH]c2ccccc12 (configuration not stated)	.	6%[17.4 µM]	5%[17.5 µM]	6%	2%[11.6 µM]	?	2%[11.6 µM]	-19%&-26%[10 µM]
Cc1cccc(-n2c(=O)[nH]c3c(C(N)=O)nc(C(C)C)nc32)c1	?	10%	5%	-10%	16%	-3%	0%	13%[10 µM]
C[C@@H]1NC(=O)[C@H](CCCN=C(N)N)NC(=O)c2cc([N+](=O)[O-])cc(I)c2OCC[C@@H](C(N)=O)NC1=O	2%	-13%	19%	-6%	-12%	-10%	-16%	.
CCNc1nc(NC(C)C)nc(SCCOC(=O)c2ccccc2)n1	-10%	4%	-23%	5%	-1%	-11%	-19%	.
CC(=O)c1ccc2c(c1)Cc1cc(C(C)=O)ccc1-2	-2%	7%	5%	2%	-3%	?	-5%	15%[10 µM]
COc1ccc(C2CC(=O)c3cc(-c4nc(-c5cccc([N+](=O)[O-])c5)cs4)c(=O)n(-c4cccc(C)c4)c3C2)cc1 (configuration not stated)	.	.	.	-7%[76.3 µM]	-2%	-3%	?	.
COc1ccc2cc3cc(C(=O)Nc4cc(C)c(Cl)cc4OC)oc3nc2c1	.	.	.	4%[76.3 µM]	-6%	0%	0%	.
COc1ccc(/C=N/NC(=O)c2cccc(NC(=O)c3ccc(Cl)cc3)c2)c(OC)c1	-3%	-13%	3%	3%	4%	?	-24%	.
COc1cc(C(N)=O)cc(Br)c1OCc1ccccc1	0%	-4%	-5%	0%	-5%	-11%	-16%	.
COc1cccc(C2C(C(=O)Nc3nc4ccccc4s3)=C(C)NC3=C2C(=O)CC(C)(C)C3)c1OC (configuration not stated)	?	-2%	-2%	0%	-14%	?	-18%	-19%
CCCCCn1c(=O)[nH]c2cc(C(=O)N3CCN(c4cccc(OC)c4)CC3)ccc2c1=O	.	.	.	-10%[76.3 µM]	2%	-2%	-15%	.
O=C(O)c1ccccc1/C=N/NC(=O)c1cc(-c2ccco2)nc2ccccc12	4%[15.4 µM]	0%	3%	-10%	-8%	?	-28%	-6%[10 µM]
C=C/C1=C/Cc2ccccc2[C@H](C[N+](=O)[O-])C(C(=O)OC)(C(=O)OC)C1	.	-3%	3%	.	-6%	-5%	-5%	?
CC1(Cc2ccc3c(c2)OCO3)NC(=O)NC1=O (configuration not stated)	-15%	2%	4%	-4%	-12%	21%	10%	-18%[0.074 µM]
O=[N+]([O-])c1cccc(-c2nnc(C34CC5CC(CC(C5)C3)C4)o2)c1	3%	-16%	7%	0%	6%	0%	-9%	8%[10 µM]
CCC(C)n1c(=N)c(C(=O)NC2CCCC2)cc2c(=O)n3ccccc3nc21 (configuration not stated)	.	.	.	19%[76.3 µM]	-3%	2%	6%	.
CN1C(=O)C(Cc2c[nH]c3ccccc23)NC1=S (configuration not stated)	.	16%&6%	?	.	1%	?	-23%	-37%[inhibitor]
Cc1cc(C(=O)N(C)CC(=O)Nc2ccccc2C(F)(F)F)c(C)o1	-1%	8%	2%	1%	-14%	?	0%	-15%
COc1cc(NC(=O)CSc2nccn2C)cc(OC)c1OC	.	.	.	7%[76.3 µM]	-1%	-4%	-7%	.
O=C(NC(=S)Nc1ccc(F)c([N+](=O)[O-])c1)c1ccccc1F	4%	-7%	-5%	-1%	-9%	?	?	7%
Cc1ccc(OCC(=O)Nc2ccc3nc(SCC(=O)N4CCOCC4)sc3c2)cc1C	.	.	.	5%[76.3 µM]	6%	-10%	-21%	.
CCCN1CNc2c(c(=O)[nH]c(=S)n2-c2ccc(Cl)cc2)C1	-4%	0%	2%	-1%	-9%	?	-23%	-36%[inhibitor]
O=C(O)c1ccc(-c2ccc(/C=C3\NC(=O)N(Cc4ccc(Cl)cc4)C3=O)o2)cc1Cl	1%	-1%	1%	6%	?	28µM*	-26%	.
COc1cc(/C=C(/C(=O)c2cccs2)c2nc3ccccc3[nH]2)cc(OC)c1O	-12%	-14%	-1%	11%	-2%	14µM*	?	-55%[inhibitor]
O=C(NCc1ccco1)C(Cc1ccccc1)NS(=O)(=O)c1cccc2nsnc12 (configuration not stated)	-6%	-6%	11%	-7%	-6%	-10%	-5%	-9%
Cc1cccc(Cl)c1NC(=S)N1CCN(c2ccc([N+](=O)[O-])cn2)CC1	.	4%	0%	0%	-9%	.	-2%	-3%[10 µM]
Cc1ccc(OCC(=O)O/N=C(\N)c2cccc([N+](=O)[O-])c2)cc1C	-11%	-14%	7%	-2%	?	?	?	-9%[10 µM]
Cn1c(=O)[nH]c(=O)c2c1nc(CN(Cc1ccccc1)Cc1ccccc1)n2CCN1CCOCC1	-1%	-12%	3%	12%	5%	-1%	0%	-45%[inhibitor]
Cc1ccccc1NC(=O)NC1(C(=O)NCCCN2CCOCC2)CCCCC1	2%	-6%	3%	6%	4%	-1%	1%	14%[10 µM]
C=CCn1c(CNC(=O)c2cccs2)nnc1SCC(=O)Nc1ccc(C(=O)O)cc1	-11%	-4%	?	10%	-1%	8%	3%	?
CCN1C(=O)C(CC(=O)Nc2ccc(OC)cc2)N(Cc2ccc(OC)c(OC)c2)C1=S (configuration not stated)	.	-2%	-7%	-3%	1%	-8%	-7%	13%[10 µM]
Cc1ccc(S(=O)(=O)N2CCN(C(=O)c3ccc([N+](=O)[O-])cc3)C2)cc1	-7%	-3%	-2%	-1%	-17%	-12%	-16%	-29%
CC(=O)OCc1ccccc1Sc1ccccc1C(=O)NCc1ccccc1	.	-1%	14%	-6%	9%	?	-16%	2%[10 µM]
CCN(CC)c1ccc(C2NCC(c3ccc([N+](=O)[O-])cc3)O2)cc1 (configuration not stated)	7%	-4%	1%	-1%	3%	-1%	2%	-6%[10 µM]
CSc1nnc(NC(=O)c2cc3ccccc3oc2=O)s1	0%	4%	-2%	1%	-2%	?	-10%	-6%
C(#Cc1ccc(C#CCN2CCOCC2)cc1)CN1CCOCC1	-8%	1%	-7%	16%	5%	-3%	6%	19%
CC1CCN(c2ccc([N+](=O)[O-])cn2)CC1	?	-2%	0%	19%	0%	?	-8%	15%[10 µM]
NC(=O)CN1C(=O)/C(=c2\sc3nc(=O)c(Cc4ccccc4)nn3c2=O)c2ccccc21	.	-1%	-19%	-12%	-17%[11.6 µM]	.	-7%[11.6 µM]	10%[10 µM]
O=C(CSc1ccc2nnc(-c3cccnc3)n2n1)N1CCc2ccccc21	-1%	-4%	1%	1%	-3%	-9%	-4%	-9%[10 µM]

From PubChem BioAssay
